NALP1 yeast inh: inhibitors of NALP1 inflammasome in yeast | S. cerevisiae NALP1/ASC/caspase-1 growth, X-gal OD620, 72 h | inhibition, % at 10 µM | actives 0.61% (n = 280,000) | AID 2071; in the data active = inhibition mostly above about 24%, no sharp cut-off; inactive = mostly below about 32%; also: some compounds called inactive have numbers as strong as hits
HCV NS3 hel inh: inhibitors of Hepatitis C virus NS3 helicase; NS3 helicase DNA unwinding, Cy5 molecular beacon fluorescence; inhibition, % at 10.9 µM; actives 0.56% (n = 290,000); AID 1800;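 active = inhibition above the mean of all tested compounds plus 3 SD, set per campaign, cut at about 35% in these data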;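 also: 0% = DMSO wells and 100% = thioflavine S control wells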
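System: NS3 helicase fragment of HCV / Schedule: 1 h at 25 °C / Control set: DMSO alone as 0% and 110 µM thioflavine S as 100% / Reagent: Cy5/quencher beacon DNA duplex and ATP to start / Technique: Cy5 fluorescence / Replication: singlicate / Evaluation: % inhibition of end-to-start signal ratio versus controls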
MEKK2wt PB1 HTS: raises or lowers MEK5 binding to wildtype human MEKK2 PB1 domain. binding response (% of control), % at 10 µM. actives 1.1% (n = 290,000). bead flow cytometry, Alexa488-MEK5 binding to MEKK2 WT; actives lie on both sides. AID 1531. Q9Y2U5; in the data active = binding response below about 67% or above about 130%
FID counter: fluorescent intercalator displacement, NS3 helicase counter-screen | inhibition, % at 7.9 µM | AID 1845 | actives 0.17% (n = 290,000) | DNA fluorescent intercalator displacement, fluorescence; in the data active = inhibition above about 37%;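 also: 0% = vehicle and 100% = reference compound; higher means more ethidium bromide displaced from hairpin DNA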
IMP-1 inhibitor: blocks Pseudomonas aeruginosa IMP-1 metallo-beta-lactamase. purified IMP-1, nitrocefin hydrolysis, epi-absorbance fluorescence. inhibition, % at 5.6 µM. actives 0.45% (n = 290,000);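 active = inhibition above the mean plus 3 SD of all compounds in the same screening run, cut at about 4.5% in these data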;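 also: 0% = IMP-1 with DMSO and 100% = DMSO wells lacking enzyme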
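System: Purified IMP-1 | Read-out basis: Percent enzyme inhibition | Controls: IMP-1 with DMSO as 0%, enzyme-free DMSO as 100% | Replicates: One well per compound | Doses: 5.6 µM nominal single concentration | Detection: Epi-absorbance fluorescence, 480 nm excitation, 530 nm emission | Incubation: 25 °C, 15 min preincubation, 25 min reaction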
UBC9 SUMO inh: blocks human SUMOylation mediated by UBC9. actives 0.36% (n = 290,000). inhibition, % at 35 µM. HTRF SUMOylation assay, SAE1/SAE2 + UBC9, in vitro. P63279; in the data active = inhibition above about 50%, passing the limit was not always enough; also: strong numbers were not always called active
Target sequence (P63279 whole entry, looked up): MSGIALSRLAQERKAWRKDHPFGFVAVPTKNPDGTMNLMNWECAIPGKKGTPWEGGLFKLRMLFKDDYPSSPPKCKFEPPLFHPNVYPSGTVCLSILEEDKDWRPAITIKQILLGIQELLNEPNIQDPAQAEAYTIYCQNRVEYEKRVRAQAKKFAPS
MEKK2mut PB1 HTS: signal of MEK5 binding to mutant human MEKK2 PB1 domain; percent response, % at 10 µM; bead flow cytometry, Alexa488-MEK5 binding to MEKK2 mutant; actives 0.35% (n = 290,000); AID 1530; in the data active = percent response above about 24%, passing the limit was not always enough; also: inactives centre near 1; some results filed as inactive read as strong as hits
VIM-2 inh: blocks Pseudomonas aeruginosa VIM-2 metallo-beta-lactamase | inhibition, % at 5.6 µM | actives 0.89% (n = 290,000) | purified VIM-2, nitrocefin hydrolysis, epi-absorbance fluorescence;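 active = inhibition above the mean of all tested compounds plus 3 SD, cutoff set per screening run, cut at about 7.5% in these data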;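 also: red hydrolysis product quenches plate fluorescence so inhibitors raise well fluorescence; 0% = enzyme with DMSO and 100% = DMSO without enzyme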
PfM18AAP inh: PfM18AAP enzyme inhibition; recombinant PfM18AAP, H-Glu-NHMec fluorogenic cleavage; inhibition, % at 7.35 µM; actives 1.2% (n = 290,000);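 active = inhibition above the campaign mean inhibition over all tested compounds plus 3 SD, cut at about 28% in these data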;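 also: 0% = plate median of test compound wells and 100% = 2 mM ZnCl2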
The depositor's hits bear a star; nt = not tested or not shown; [ ] = remark or other dose.

SMILES | NALP1 yeast inh | HCV NS3 hel inh | MEKK2wt PB1 HTS | FID counter | IMP-1 inhibitor | UBC9 SUMO inh | MEKK2mut PB1 HTS | VIM-2 inh | PfM18AAP inh
COC(=O)CCC(=O)Nc1ccc(C)cc1OC(=O)CCC(=O)OC | 0 | -2 | 115 | -5 | -3.5 | 3 | 28* | -4.0 | -3
COc1ccc(-c2nc(CN3CCN(C(=O)c4ccco4)CC3)c(C)o2)cc1OC | 5 | 8 | 96 | -32 | -6.6 | 2 | 4 | -3.1 | 6
CCOc1cc(-c2cc(-c3ccccc3)nc(N)c2C#N)ccc1O | 4 | -12 | 95 | -19 | -3.1 | 23 | -10 | -0.7 | -3
COc1ccc(NC(=O)CSc2nnc(-c3ccccn3)n2N)cc1 | 14 | -11 | 95 | -3 | -0.1 | 14 | -7 | 0.6 | -2
O=C1C2C3C=CC(C2C(=O)N1CCO)C1C(=O)N(CCO)C(=O)C31 (stereo not drawn) | 2 | -7 | 106 | -3 | -1.9 | 9 | 9 | -1.2 | 2
NS(=O)(=O)c1ccc(NC(=S)NCc2cccs2)cc1 | -10 | 1 | 90 | 4 | -3.5 | 3 | -8 | -3.0 | 12
Cc1cccc(NC(=O)C2CCCN(C(=O)Nc3ccccc3)C2)c1C (stereo not drawn) | 7 | -4 | 92 | -8 | 0.6 | 20 | -5 | -3.0 | -2
COc1cccc(C(=O)N(Cc2ccco2)Cc2cc3cccc(C)c3[nH]c2=O)c1 | -15 | -3 | 106 | -8 | -3.0 | 4 | 2 | -2.5 | -9
Cn1c(CNC(=O)c2ccccc2F)nnc1SCC(=O)Nc1nncs1 | 14 | 2 | 96 | -2 | -3.1 | 0 | -5 | -2.6 | 6
Cc1cc(C)nc(Sc2nc(C)nc3c2oc2ccccc23)n1 | 10 | -1 | 101 | -18 | -3.2 | -15 | 13 | 3.0 | 2
CN(C)c1nc(OCC(=O)NC(C)(C)C)nc(N(C)C)n1 | 2 | -8 | 105 | -10 | -7.1 | 5 | 4 | -1.4 | -13
CCCCNC(=O)C1c2cc(OC)c(OC)cc2C(=O)N(C)C1c1ccc(OC)cc1 (stereo not drawn) | 1 | 2 | 110 | -34 | -1.0 | 11 | 2 | -1.4 | 4
Cc1ccc2oc(=O)n(CC(=O)OCCC(C)C)c2c1 | nt | -3 | 71 | -16 | -2.9 | 9 | -3 | -0.7 | -2
Cc1ccc(C)c(N2C(=O)C3C4C=CC(CC4)C3C2=O)c1 (stereo not drawn) | 9 | -10 | 105 | -5 | -0.5 | -7 | 3 | -3.8 | -2
COc1ccc(COC(=O)C2=C(C)NC(=O)NC2c2ccc(OC)c(OC)c2)cc1 (stereo not drawn) | 5 | 7 | 110 | -29 | -1.8 | -7 | 11 | -2.3 | -3
O=C(CSc1nnnn1-c1ccc(F)cc1)NCc1cccs1 | 6 | -18 | 93 | -5 | -4.2 | 27 | -2 | -3.9 | 8
O=C(Cn1cc(/C=N/NC(=O)c2ccccc2Br)c2ccccc21)Nc1ccc(F)cc1 | 6 | -9 | 99 | 0 | -0.8 | -7 | -2 | -1.4 | -10
O=C(COc1ccc2ccccc2c1Br)NCc1ccccn1 | 15 | -8 | 102 | -29 | -2.6 | 14 | 4 | -1.0 | -4
CC(NC(=O)C1CCCN(C(=O)N(C)C)C1)c1ccccc1 (stereo not drawn) | 8 | 2 | 103 | -4 | -3.5 | 8 | 13 | -5.1 | -3
Cc1csc(NC(=O)c2cccc([N+](=O)[O-])c2C(=O)O)n1 | 14 | -5 | 102 | 7 | -2.8 | 4 | 2 | -0.5 | -4
CCOc1ccc(NC(=O)CNc2ccc(C)cc2Cl)cc1 | -4 | -9 | 90 | -21 | -3.1 | -14 | -3 | -3.2 | -21
N#CC1(NC(=O)COC(=O)CCCN=C2NS(=O)(=O)c3ccccc32)CCCCC1 | -4 | 4 | 98 | -7 | -3.3 | 8 | 2 | -1.5 | 4
CCc1ccc(-c2nc(CN3CCCC(C(=O)NCCc4ccc(OC)c(OC)c4)C3)c(C)o2)cc1 (stereo not drawn) | 12 | -77 | 119 | 14 | -3.4 | -26 | 5 | -4.9 | -2
CN(C)c1ccc(C(=O)n2nnc3ccccc32)cc1 | 41 | 5 | -7.0*[inhibitor] | -1 | -4.2 | 6 | -24 | 0.0 | 7
COc1ccccc1CNC(=O)C1CCN(S(C)(=O)=O)CC1 | 7 | -6 | 102 | -1 | -1.5 | 16 | 1 | -1.1 | 0
SMILES | NALP1 yeast inh | HCV NS3 hel inh | MEKK2wt PB1 HTS | FID counter | IMP-1 inhibitor | UBC9 SUMO inh | MEKK2mut PB1 HTS | VIM-2 inh | PfM18AAP inh
COC(=O)CCCCC1SCC(NC(=O)OC)C1NC(=O)OC (stereo not drawn) | 2 | 2 | 109 | -4 | -6.1 | 14 | 8 | -3.0 | -11
CCC(C)(C(=O)NC1CCCC1)N(C)C(=O)Cc1c[nH]c2ccccc12 (stereo not drawn) | 1 | -5 | 101 | -11 | -2.3 | 2 | 2 | -1.4 | -4
O=C(NCc1ccncc1)NC1CCCCC1 | -4 | 6 | 104 | 0 | -3.5 | 20 | 0 | -2.6 | -4
NC(N)=NNC(=O)c1ccccc1Cl | 31 | -4 | 105 | -1 | -3.1 | 9 | 5 | -6.1 | 3
Cc1cccc(NC(=S)NCc2ccncc2)c1C | 11 | 14 | 92 | -2 | -3.6 | 8 | -3 | -3.6 | 14
O=C1c2ccccc2NC(c2ccccc2Br)N1CCCN1CCOCC1 (stereo not drawn) | 26 | -2 | 99 | 9 | 1.1 | 3 | 11 | -1.6 | -1
Cc1ccc(S(=O)(=O)N2CCN(C(=O)C(C)Cn3cncn3)CC2)cc1 (stereo not drawn) | 4 | 6 | 102 | -9 | -2.4 | 2 | -1 | -0.6 | 1
COC(=O)CSc1nc(C(C)C)nc2ccccc12 | 7 | -2 | 98 | -12 | -3.9 | 11 | -1 | -7.3 | -1
O=C(Cn1c(-c2ccc(Cl)cc2)noc1=O)N1CCN(c2ccccc2F)CC1 | 3 | -4 | 104 | -18 | -2.7 | 17 | 3 | -0.8 | -3
CC(C)(C)C(=O)Nc1ccc(N2CCN(S(C)(=O)=O)CC2)cc1 | 11 | -2 | 74 | -2 | 0.6 | 8 | -12 | -0.4 | -9
CCC(C)(C)NC(=O)C(c1cccn1C)N(C(=O)Cn1nnc2ccccc21)c1ccc(F)cc1 (stereo not drawn) | 17 | -19 | 102 | 0 | -3.4 | 28 | -1 | -1.6 | -2
COc1cc(/C=N/OCC(=O)Nc2cc(C)on2)ccc1OCc1ccccc1 | 32 | 5 | 97 | -25 | -4.7 | 5 | -2 | -3.5 | -5
O=C(O)CCCC(=O)NCCCCc1ccccc1 | -20 | 2 | 110 | -1 | -3.1 | -7 | 6 | -2.1 | 10
COc1ccccc1-n1c(SCC(=O)N2CCCCC2)nnc1-c1ccccc1O | -8 | 5 | 107 | -35 | -3.6 | 4 | 8 | -4.3 | -1
CC(C(=O)NCCS(=O)(=O)c1ccc(Cl)cc1)S(=O)(=O)c1ccccc1 (stereo not drawn) | -19 | 24 | 139 | -4 | -2.9 | 6 | 8 | 1.7 | -8
CN(C(=O)c1ccc2c(=O)n3c(nc2c1)CCCCC3)c1ccccc1 | 4 | 5 | 99 | -28 | -3.3 | 12 | 4 | -0.2 | 5
COc1ccc2c(COC(=O)CNC(=O)C34CC5CC(CC(C5)C3)C4)cc(=O)oc2c1 | nt | -4 | 103 | -21 | -3.2 | 1 | 1 | -3.7 | -19
COc1ccc(CNC(=O)CN(C(=O)c2snc(C(N)=O)c2N)c2ccc(OC)c(OC)c2)cc1 | 11 | 9 | 100 | -38 | -3.5 | 1 | 8 | -1.6 | 3
CCOC(=O)CNC(=O)c1cnn2cccnc12 | nt | 6 | 101 | -4 | -1.2 | 30 | 2 | -4.5 | 0
Cc1cc(OCC(=O)NCc2nc(-c3ccccc3)no2)c(C)cc1Br | -2 | 3 | 97 | 0 | -4.8 | -2 | 1 | -2.4 | -2
CC[C@H](C)[C@H](NC(N)=O)C(=O)Nc1ccccc1F | -19 | 2 | 99 | -3 | -0.3 | -1 | -6 | 1.5 | -3
COc1cc(/C=N/n2c(COc3ccccc3)n[nH]c2=S)cc(OC)c1OC(C)=O | 16 | -6 | 105 | -34 | -1.0 | 3 | 4 | -4.5 | 26
CC(=O)NCC(=O)N(c1ccccc1)C1(C(=O)NC2CCCCC2)CCCCC1 | -14 | 11 | 102 | -36 | -3.6 | 4 | 4 | -2.7 | -5
COc1ccc(N2CCN(C(=O)c3ccc(Cn4nc(C)c([N+](=O)[O-])c4C)o3)CC2)cc1 | 23 | -5 | 106 | -33 | -3.1 | 4 | 8 | -2.6 | 8
COc1cccc(Cn2nnc3c(=O)[nH]c(C4CCCN(C(=O)c5ccccc5Cl)C4)nc32)c1 (stereo not drawn) | 5 | 0 | 83 | -40 | -3.3 | -1 | -7 | -4.3 | 1
SMILES | NALP1 yeast inh | HCV NS3 hel inh | MEKK2wt PB1 HTS | FID counter | IMP-1 inhibitor | UBC9 SUMO inh | MEKK2mut PB1 HTS | VIM-2 inh | PfM18AAP inh
CC(=O)Nc1ccc(C(=O)Nc2nc(-c3cc(C)n(Cc4ccccc4)c3C)cs2)cc1 | nt | 36 | 107 | -16 | -0.5 | 8 | 0 | -0.2 | 4
O=C1CC(c2ccccc2)n2nc(NS(=O)(=O)c3ccccc3)nc2N1 (stereo not drawn) | 12 | -7 | 102 | -2 | -1.8 | 22 | 5 | -0.4 | -11
COCCn1c(N)c(Sc2ccccc2)c(=O)[nH]c1=O | 8 | 3 | 95 | -5 | -4.1 | 3 | -5 | 1.4 | 8
Cc1sc(N)c(C#N)c1C | 23 | 7 | 103 | 6 | -5.5 | 19 | -2 | -5.2 | 37*
CCN(CC)S(=O)(=O)c1cccc(-n2c(O)c(C=Nc3ccccc3C(=O)O)c3ccccc3c2=O)c1 | 1 | 21 | 90 | -28 | -1.5 | 15 | -6 | -4.9 | -2
O=C(Nc1ccc2c(c1)OCCO2)c1cnc2ccccn2c1=O | nt | 5 | 93 | 0 | -2.2 | nt | 4 | -4.5 | 2
CCCn1c(=O)c2c(C(F)(F)F)cc(-c3ccco3)nc2n(CCC)c1=O | 9 | 7 | 94 | -2 | 0.1 | 19 | -3 | -3.0 | 1
O=C(O)CC1(CC(=O)Nc2cccc(C(=O)O)c2)CCCC1 | 13 | -5 | 97 | 2 | -1.6 | 4 | -4 | 0.2 | 0

Some of these compounds in order of number of heavy atoms, rising:
SMILES | NALP1 yeast inh | HCV NS3 hel inh | MEKK2wt PB1 HTS | FID counter | IMP-1 inhibitor | UBC9 SUMO inh | MEKK2mut PB1 HTS | VIM-2 inh | PfM18AAP inh
Cc1sc(N)c(C#N)c1C | 23 | 7 | 103 | 6 | -5.5 | 19 | -2 | -5.2 | 37*
COCCn1c(N)c(Sc2ccccc2)c(=O)[nH]c1=O | 8 | 3 | 95 | -5 | -4.1 | 3 | -5 | 1.4 | 8
O=C1CC(c2ccccc2)n2nc(NS(=O)(=O)c3ccccc3)nc2N1 (stereo not drawn) | 12 | -7 | 102 | -2 | -1.8 | 22 | 5 | -0.4 | -11
CC(=O)Nc1ccc(C(=O)Nc2nc(-c3cc(C)n(Cc4ccccc4)c3C)cs2)cc1 | nt | 36 | 107 | -16 | -0.5 | 8 | 0 | -0.2 | 4

Source: PubChem BioAssay
